TDP1 inh: blocks human tyrosyl-DNA phosphodiesterase 1; Q9NUW8; recombinant TDP1, AlphaScreen DNA substrate cleavage; Potency, µM (titrated, usually from 130 µM), for inactives: top-dose activity change, negative = inhibition, most hits filed as inhibitors; actives 0.28% (n = 350,000); also: nearly all actives have a fitted effect of over 40% in size
Target sequence (Q9NUW8 whole entry, looked up): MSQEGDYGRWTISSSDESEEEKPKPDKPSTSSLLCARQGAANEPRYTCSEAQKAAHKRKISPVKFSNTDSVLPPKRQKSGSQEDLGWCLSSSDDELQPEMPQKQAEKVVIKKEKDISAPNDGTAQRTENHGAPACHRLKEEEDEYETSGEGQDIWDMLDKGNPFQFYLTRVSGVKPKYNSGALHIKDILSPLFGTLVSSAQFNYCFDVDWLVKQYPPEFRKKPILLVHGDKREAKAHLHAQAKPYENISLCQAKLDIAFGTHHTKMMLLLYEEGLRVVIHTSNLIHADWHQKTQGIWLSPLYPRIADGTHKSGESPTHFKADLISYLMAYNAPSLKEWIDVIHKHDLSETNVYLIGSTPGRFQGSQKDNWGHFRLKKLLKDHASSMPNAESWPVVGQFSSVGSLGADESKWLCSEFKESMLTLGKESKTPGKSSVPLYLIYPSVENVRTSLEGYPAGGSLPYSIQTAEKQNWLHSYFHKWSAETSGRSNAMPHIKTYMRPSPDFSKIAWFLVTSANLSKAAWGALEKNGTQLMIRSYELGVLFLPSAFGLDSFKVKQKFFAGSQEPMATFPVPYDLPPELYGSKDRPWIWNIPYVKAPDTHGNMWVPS
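E. coli-derived human Tdp1, 1 nM final. Cpd preinc 15 min RT; substrate 15 nM final, 5 min RT; AS bead mix 10 ug/ml final, 10 min RT. Signal loss = tyrosine-FITC cleavage. No-enzyme wells = max signal.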
N370S GC mod: inhibits or activates N370S mutant glucocerebrosidase; P04062; N370S GC spleen homogenate, 4MU-glucoside fluorescence; Potency, µM (top dose mostly 59.4 µM), inactives show at the top dose activity change, negative = inhibition, actives largely listed as inhibitors; actives 0.092% (n = 330,000); AID 2101;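 also: 0% = full enzyme activity and -100% = no enzyme basal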
FEN1 inhibitor: blocks human flap endonuclease 1 | P39748 | Recombinant FEN1 flap cleavage, fluorescence, 15 min | Potency, µM (top dose mostly 114 µM), inactives show at the top dose activity change, negative = inhibition, usual class: inhibitors | actives 0.35% (n = 390,000); also: nearly all actives have a fitted effect of over 65% in size
Target sequence (P39748 whole entry, looked up): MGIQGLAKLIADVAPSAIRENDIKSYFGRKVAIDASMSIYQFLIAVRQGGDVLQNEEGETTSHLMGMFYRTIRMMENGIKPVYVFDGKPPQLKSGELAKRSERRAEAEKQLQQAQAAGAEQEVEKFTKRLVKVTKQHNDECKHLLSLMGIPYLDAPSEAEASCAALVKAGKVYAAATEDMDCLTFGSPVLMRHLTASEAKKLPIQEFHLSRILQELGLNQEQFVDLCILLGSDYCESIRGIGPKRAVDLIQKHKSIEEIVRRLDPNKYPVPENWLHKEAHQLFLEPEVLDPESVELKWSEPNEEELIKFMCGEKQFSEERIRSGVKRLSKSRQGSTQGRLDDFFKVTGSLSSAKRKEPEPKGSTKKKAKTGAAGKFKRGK
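FEN1 at 10 nM preincubated with compounds 15 min at room temperature, then flap DNA substrate added at 50 nM final. Signal read at 0 and 15 min; concentration-response fitted with four-parameter Hill equation.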
The depositor's hits bear a star; ? = inconclusive; · = not tested or not shown; [ ] = remark or other dose. Calls follow the shape of the dose curve; as a rule, active = well fitted curve in the direction sought with a large enough effect; inconclusive = small, poorly fitted or top-dose-only effect, or another doubt; inactive = no such curve, though single readings can be large; an effect the other way counts as inactive or inconclusive. Unless noted, % is scaled to controls: 0 for no effect and ±100 for the full control effect; potency is read from the fitted curve at half-maximal effect.

SMILES	TDP1 inh	N370S GC mod	FEN1 inhibitor
CCc1ccccc1NC(=O)Cn1cccc1C1=NC(c2ccccc2)CO1 (stereo not given)	-1%	-12%	-1%
COC(=O)c1sccc1NC(=O)c1cnc2cc(C)nn2c1C	0%	-4%	-12%
Cc1ccc(C(=O)Nc2ccc(C(=O)N/N=C/c3ccc(C)o3)cc2)cc1	-20%	-1%	-1%
CCN(CC(=O)NC1CCS(=O)(=O)C1)c1ccc(S(C)(=O)=O)cc1[N+](=O)[O-] (stereo not given)	0%	5%	1%
O=[N+]([O-])c1ccc(CSc2nnc(-c3cnccn3)o2)cc1	-6%	·	-6%
O=C(NC1CCCCC1)C1CCCN(S(=O)(=O)c2cnc[nH]2)C1 (stereo not given)	2%	3%	3%
CCOC(=O)N1CCC(NC(=S)Nc2ccc3nc(N4CCN(C)CC4)cc(C)c3c2)CC1	3%	0%	6%
CCCN(CC(=O)Nc1cc(Cl)ccc1Cl)C(=O)c1ccccn1	0%	·	-1%
Cc1ccc(C(=O)OCC(=O)N2CCCc3ccccc32)cc1C	-13%	-9%	-14%
O=C1N(CN2CCOCC2)c2ccccc2C12OCC(CCl)O2 (stereo not given)	·	-15%	-6%
COCCCNc1nc2c(-c3ccccc3)nnn2c2ccccc12	-4%	·	-13%
CC1=C(C)CC(C(=O)NCCc2ccccc2)C(C(=O)O)C1 (stereo not given)	3%	2%	-13%
COc1ccc(OCCSc2nc3ccccc3n2CC(=O)O)cc1	-2%	-19%	11%
CC1=C(c2ccccc2)[N+](=O)C2(CCCC2)N1[O-]	5%	-4%	-5%
CCOc1cc(/C=N\Nc2nc(Nc3ccccc3)nc(N3CCOCC3)n2)ccc1OC(=O)c1ccco1	3%	-7%	2%
CCOC(=O)C1(CCc2ccccc2)CCN(C(=O)[C@@H]2C[C@@H](C)NC(=S)N2)CC1	·	-1%	50%[activator]
O=C1c2ccccc2C(=O)N1CCCCON1C(=O)c2ccccc2C1=O	3%	7%	10%
CSc1ncccc1C(=O)OCC(=O)NCCc1ccccc1	1%	·	-3%
CC(=O)Nc1ccc(-c2csc(NNC(=O)c3ccc(C)cc3)n2)cc1	8%	2%	-16%
CC1(C)OC(=O)C(C(c2ccccc2)C(C#N)C(N)=O)=C(O)O1 (stereo not given)	0%	1%	6%

Already shown: entries from further up.
SMILES	TDP1 inh	N370S GC mod	FEN1 inhibitor
CCCN(CC(=O)Nc1cc(Cl)ccc1Cl)C(=O)c1ccccn1	0%	·	-1%
Cc1ccc(C(=O)OCC(=O)N2CCCc3ccccc32)cc1C	-13%	-9%	-14%
O=C1N(CN2CCOCC2)c2ccccc2C12OCC(CCl)O2 (stereo not given)	·	-15%	-6%
COCCCNc1nc2c(-c3ccccc3)nnn2c2ccccc12	-4%	·	-13%
CC1=C(C)CC(C(=O)NCCc2ccccc2)C(C(=O)O)C1 (stereo not given)	3%	2%	-13%
COc1ccc(OCCSc2nc3ccccc3n2CC(=O)O)cc1	-2%	-19%	11%

Other results follow:
SMILES	TDP1 inh	N370S GC mod	FEN1 inhibitor
CCOC(=O)N1CCN(C(=O)Nc2ccc3nc(C)sc3c2)CC1	2%	21%	13%
O=C(CSc1nc2ccccc2[nH]1)NC1CCCc2ccccc21 (stereo not given)	0%	-5%	35%
CCCCCCCCCCCCN1C(=O)CSC1c1cccnc1 (stereo not given)	5%	-10%	-31%
COc1ccc(CNC(=O)CCC(=O)N2CCN(C(C)=O)CC2)cc1	3%[0.0935 µM]	-2%	-4%
COc1ccc(C(=O)NCC(=O)OCC(=O)Nc2cccc(S(=O)(=O)N3CCCC3)c2)cc1	·	8%	-23%
COc1cccc(NC(=O)N2CCCC2C(=O)Nc2ccc3c(c2)OCO3)c1 (stereo not given)	3%[56.1 µM]	-3%	3%
CC(C)(C)C(=O)NNC(=O)C1CC1(c1ccccc1)c1ccccc1 (stereo not given)	·	-4%	-2%
COc1ccccc1/C=C/c1nc(C#N)c(NC(C)c2ccccc2)o1 (stereo not given)	0%	·	-21%
c1ccc(Cc2nnc3sc(C4COc5ccccc5O4)nn23)cc1 (stereo not given)	5%	16%	-17%
COc1ccccc1C(C(=O)NC1CCCCC1)N(C(=O)c1csnn1)C1CC1 (stereo not given)	7%[0.0935 µM]	2%	-3%
Cc1sc2nc(SCC(=O)N(CCO)CCO)nc(N)c2c1C	2%	-6%	11%
COc1ccc(N2CCN(C(=O)CSc3nnc(-c4ccco4)n3C)CC2)cc1	-5%	-23%	-9%
COC(=O)c1c(NC(=O)CSc2ccccc2N)sc(C)c1C	8%	30%	-22%
CCc1ccc(NC(=O)C(C)OC(=O)/C=C/c2cccc([N+](=O)[O-])c2)cc1 (stereo not given)	1%	8%	1%
Cc1cc(NC(=O)CN2CCN(C/C=C/c3ccccc3)CC2)c([N+](=O)[O-])cc1C	2%	16%	3%
CS(=O)(=O)c1ccc2c(c1)SC1=NC(=O)/C(=C/c3ccco3)C(=N)N12	-13%	-3%	?
CC1=NN(c2ccccc2)C(=O)C1(C)C	-2%	6%	-4%
CCCc1cc(C(=O)N2CCCC(Cc3cccc(Cl)c3)(C(=O)OCC)C2)n(C)n1 (stereo not given)	0%	1%	-8%
Cc1ccc(-c2nnn(CC(=O)N(Cc3ccco3)C(C(=O)NC(C)(C)C)c3ccc(C)o3)n2)o1 (stereo not given)	5%	0%	7%
Cc1ccc(OCCC(=O)Nc2ccccc2C(=O)NC2CC2)cc1	-4%	-10%	13%
Cc1oc2ncnc(N3CCOCC3)c2c1C(=O)Nc1ccc(Br)cc1F	3%	·	13%
Cc1ccc(/C=N/NC(=O)c2cccc(NC(=O)c3ccccc3Cl)c2)o1	10%	-7%	-19%
Nc1[nH]n(-c2c(Cl)cc(Cl)cc2Cl)c(=O)c1N=Nc1ccc(S(=O)(=O)Nc2ncccn2)cc1	3%	·	11%
CC(C(=O)NCCc1ccc(F)cc1)N1CCN(Cc2ccccc2)CC1 (stereo not given)	0%	5%	-5%
CCOc1ccccc1N(CC(=O)Nc1cccnc1)S(=O)(=O)c1ccc(C)cc1	9%	5%	-1%
COc1ccc(CCN2CC(C(=O)NCc3ccccc3)CCC2=O)cc1 (stereo not given)	0%	5%	0%
COc1ccc(OC)c(NC(=O)CC2Oc3ccccc3NC2=O)c1 (stereo not given)	·	-11%	-6%
CC(Oc1cccc(Cl)c1)C(=O)N1CCCN(C)CC1 (stereo not given)	1%	-5%	-13%
CCCCN(CC)CCNC(=O)Cn1c(=O)c2cccn2c2cccnc21	-8%	·	-12%
CCCn1c(-c2ccccc2)nc2c(=O)n(C)c(=O)[nH]c21	1%	6%	-4%
CCCC1S/C(=N/N=C/c2ccc(OC)cc2)N(Cc2ccc(OC)cc2)C1=O (stereo not given)	-4%	14%	-3%
C[C@@H](C(=O)Nc1ccc2ccccc2c1)[C@H]1C[C@]1(C)[C@H](NC(=O)c1ccccc1)c1ccccc1	7%	25%	·
C=CCN1CC2(c3ccccc3)CN(CC=C)CC(c3ccccc3)(C1)C2=O	-2%	-5%	10%
Cc1ccc(NC(=O)CN(C)C(=O)CCCN2C(=O)c3ccccc3C2=O)cc1	7%	8%	10%
O=C(NC(Cc1ccccc1)C(=O)O)/C(=C/c1ccccc1)NC(=O)c1ccco1 (stereo not given)	0%	-18%	1%
CCCCC1CCC(C(=O)N(CCCC)c2c(N)n(CCCC)c(=O)[nH]c2=O)CC1 (stereo not given)	1%	-1%	4%
Cn1nnnc1SCCNS(=O)(=O)c1ccccc1	5%	-12%	1%
CC(Oc1ccccc1)c1ccn[nH]1 (stereo not given)	3%	-2%	0%
COc1ccc2c(c1)c1c(c(=O)n(-c3ccc(F)c(Cl)c3)c(=O)n1Cc1ccccc1F)n2C	6%	·	2%
C=CCc1cccc(/C=N/NC(=O)CCCNc2ccc(C)cc2)c1O	8%	-1%	-19%
CCCCOC(=O)C1=C(C)Nc2ncnn2C1c1ccc(OC)c(OC)c1 (stereo not given)	3%	0%	-4%
Cc1nn(-c2ccccc2)c2c1C(c1cccs1)C(C#N)=C(N)O2 (stereo not given)	12%	0%	-22%
CCC1CCCCN1CCCNC(=O)c1ccc2c(=O)n(CCOC)c(=O)[nH]c2c1 (stereo not given)	6%	?	1%
CCOC(=O)c1[nH]c(C)c(C(=O)Nc2ccc(F)cc2)c1C	-1%	1%	-3%
O=C(CSc1nnnn1-c1ccccc1)Nc1ccc(N2CCOCC2)c(Cl)c1	7%	1%	5%
COc1ccc(/C=C2\COc3ccccc3C2=O)cc1OC	2%	12%	4%
CCOc1cc(CNc2ccc(O)cc2)cc(Br)c1OCc1ccccc1	7%	·	-22%
CC(C)(C)c1ccc(/C=C/C(=O)Nc2nncs2)cc1	6%	1%	-7%
CC(=O)Nc1ccc(NC(=O)COC(=O)Cn2cnc3ccccc32)cc1	-2%	·	-3%
Cc1cc(C(=O)NC(C)c2ccccc2)c2cc(F)ccc2n1 (stereo not given)	4%	-7%	-2%
CCOC(=O)CSc1nnc(Cc2ccccc2)n1CC1CCCO1 (stereo not given)	3%	-6%	-10%
Cc1nnsc1C(=O)NNc1c(Cl)cccc1Cl	0%	2%	14%
CCCCC(=O)Nc1nnc(S(=O)(=O)N(CC)c2ccc(OC)cc2)s1	·	-2%	-1%
Cc1c(CCO)sc[n+]1CC(=O)OCCC12CC3CC(CC(C3)C1)C2	2%	-21%	2%
COc1ccccc1NC(=S)N(Cc1ccco1)Cc1cc2cc(C)c(C)cc2[nH]c1=O	5%	?	-11%
CC(=O)N1CSCC1C(=O)O (stereo not given)	6%	-13%	3%
O=C(Nc1nnc(-c2ccco2)o1)c1ccc(S(=O)(=O)N2CCCC2)cc1	8%	9%	16%
CCCC(C(=O)NCc1cccc(Cl)c1)N1Cc2ccccc2C1=O (stereo not given)	1%	·	-4%
COc1ccc2oc(=O)c(C(=O)N3CCN(c4ccccc4F)CC3)cc2c1	-5%	6%	-13%
CCOC(=O)c1[nH]ncc1CN1CCCC(C(=O)c2cccc3ccccc23)C1 (stereo not given)	7%	-11%	4%

Compound profiles, as listed above.
`Cc1cc(C(=O)NC(C)c2ccccc2)c2cc(F)ccc2n1` (stereo not given) across the screens: TDP1 inh = 4%; N370S GC mod = -7%; FEN1 inhibitor = -2%
`CC(=O)N1CSCC1C(=O)O` (stereo not given) across the screens: TDP1 inh = 6%; N370S GC mod = -13%; FEN1 inhibitor = 3%

Just N370S GC mod, for two of the compounds above:
SMILES | N370S GC mod
CCOC(=O)CSc1nnc(Cc2ccccc2)n1CC1CCCO1 (stereo not given) | -6%
O=C(NC1CCCCC1)C1CCCN(S(=O)(=O)c2cnc[nH]2)C1 (stereo not given) | 3%

(continued)
SMILES	TDP1 inh	N370S GC mod	FEN1 inhibitor
O=C(Nc1ccc(N2CCCCC2)cc1)c1ccc2c(c1)OCCO2	5%	-13%	-2%
Cc1cc(NC(=O)C(C)SCC(=O)Nc2cc(Cl)ccc2N2CCN(C)CC2)no1 (stereo not given)	0%	-3%	-3%
Cc1[nH]nc2c1C(c1ccc3c(c1)OCO3)C(C#N)=C(N)O2 (stereo not given)	10%	-1%	-2%
Cc1ccccc1OCC(O)Cn1nnc2ccccc21 (stereo not given)	-2%	0%	-1%
O=C(NC1CCCC1)c1ccc(CNc2c(N3CCOCC3)c(=O)c2=O)cc1	7%	-6%	-16%
O=C(NC1CCCC1)C(c1ccc(N2CCOCC2)cc1)N(Cc1ccccc1)C(=O)c1ccco1 (stereo not given)	2%	-21%	-3%
Cc1ccc(C(C)C)c(OCC(=O)OCC(=O)c2c(N)n(C)c(=O)n(C)c2=O)c1	2%	·	0%
CC(=O)Nc1ccc(C(=O)N2CCN(S(=O)(=O)c3ccc4c(c3)OCCCO4)CC2)cc1	0%	·	-13%
O=C(c1ccccc1F)N1CCN=C1c1ccccc1	1%	-5%	6%
O=C(COc1ccc(F)cc1)NCC1(N2CCCCC2)CCCCC1	-4%	-1%	-1%
CCn1c(/N=C/c2ccccc2NS(=O)(=O)c2ccc(C)cc2)nc2ccccc21	0%	-2%	15%
Cc1ccc(S(=O)(=O)c2cn(CC(=O)Nc3ccc4c(c3)OCO4)c3ccc(C)cc3c2=O)cc1	1%	·	-15%
COc1ccc(Cn2ccnc2SCC(=O)Nc2ccc(C)cc2C)cc1	5%	·	-15%
CCn1c(SCC(=O)N2CCN(S(=O)(=O)c3ccccc3)CC2)nnc1-c1cccs1	2%	-3%	6%
CCOC(=O)C1=C(COC(=O)CC(C)c2ccccc2)NC(=O)NC1C (stereo not given)	1%	·	18%
Fc1ccc(Nc2nc3ccccc3s2)cc1	2%	2%	-4%

Screening results from PubChem BioAssay.
